# sPLA2-III inh – human group III sPLA2 inhibitors, primary screen, biochemical, QFRET, BODIPY PC-A2 liposome substrate; Group 3 secretory phospholipase A2 (Homo sapiens), Q9NZ20; QFRET BODIPY PC-A2 liposome hydrolysis, fluorescence; inhibition, % at 12.2 µM; 370,000 tested, 0.56% active; AID 743126, 2013;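 active means inhibition above mean plus 3 SD of compounds lying within the high and low control bounds, cut at about 19% in these data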;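 further: 0% = median of test compound wells and 100% = no enzyme DMSO wells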
# PLCb3 inh – human PLC-beta3 inhibitors, primary screen, biochemical, fluorescence; 1-phosphatidylinositol 4,5-bisphosphate phosphodiesterase beta-3 (Homo sapiens), Q01970; Purified PLC-beta3, fluorogenic substrate; inhibition, % at 12.2 µM; 370,000 tested, 0.18% active; AID 720704, 2013; in the data active means inhibition above about 11%;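 further: 0% = median of compound wells on plate and 100% = full blocker control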
# hgDAF12 agonist – H. glycines DAF-12 receptor agonists, primary screen, cell-based, luminescence, HEK293, GAL4 fusion, UAS-luciferase; HEK293 GAL4-hgDAF12 UAS-luciferase reporter, agonist luminescence; normalized to butyrate control; 370,000 tested, 1.8% active; activation, % at 6.8 µM; AID 687014, 2013; Nuclear hormone receptor DAF-12 (Heterodera glycines), GAL4 fusion;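 active means activation above a cutoff set at the mean of all screened compounds plus 3 SD, cut at about 10% in these data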;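 further: 0% = DMSO wells and 100% = sodium butyrate wells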
# DAX1 inh-1 – DAX1 (NR0B1) inhibitors, primary screen, cell-based, HEK293, Gal4-DAX1, luciferase luminescence | Nuclear receptor subfamily 0 group B member 1 (Homo sapiens), P51843 | AID 504766, 2011 | HEK293 Gal4-DAX1 luciferase reporter | inhibition, % at 6.75 µM | 340,000 tested, 0.99% active;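 active means inhibition above the mean over all tested compounds plus 3 SD, cut at about 4.2% in these data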;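 further: 0% = DAX1-transfected cells with DMSO and 100% = empty-vector control cells with DMSO; inhibition shows as a rise in luminescence from relieved DAX1 repression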
# ADAM10 inh – human ADAM10 inhibitors, primary screen, biochemical, QFRET, HTS; Disintegrin and metalloproteinase domain-containing protein 10 (Homo sapiens), O14672; recombinant ADAM10, EDANS/DABCYL FRET peptide cleavage, 3 h; inhibition, % at 7 µM; 370,000 tested, 0.62% active; AID 720582, 2013;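 active means inhibition above a per-campaign cutoff equal to the mean of compounds falling between control-based bounds plus 3 SD, cut at about 20% in these data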;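 further: 0% = DMSO wells while the 100% control is not disclosed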
# Target sequence (O14672 214-748 limits assumed): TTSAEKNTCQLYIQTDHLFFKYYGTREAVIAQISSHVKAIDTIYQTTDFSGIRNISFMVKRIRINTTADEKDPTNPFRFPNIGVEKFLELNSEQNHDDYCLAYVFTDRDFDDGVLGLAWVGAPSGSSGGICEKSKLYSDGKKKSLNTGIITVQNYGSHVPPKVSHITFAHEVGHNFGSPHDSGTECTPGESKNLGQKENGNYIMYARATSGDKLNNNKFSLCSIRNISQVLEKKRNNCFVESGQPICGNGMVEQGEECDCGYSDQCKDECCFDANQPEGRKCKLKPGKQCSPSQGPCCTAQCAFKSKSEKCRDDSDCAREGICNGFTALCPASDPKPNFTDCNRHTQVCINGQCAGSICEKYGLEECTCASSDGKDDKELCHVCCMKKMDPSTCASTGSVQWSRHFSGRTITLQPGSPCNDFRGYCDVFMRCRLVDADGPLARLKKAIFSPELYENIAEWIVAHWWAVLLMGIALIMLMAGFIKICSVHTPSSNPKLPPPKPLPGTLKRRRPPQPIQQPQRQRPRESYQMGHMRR
# ssDAF12 agonist – S. stercoralis DAF-12 nuclear receptor activators, primary screen, cell-based, luminescence, HEK293, GRIP1 co-expression, lit1-tk-luc; Nuclear hormone receptor DAF-12 (Strongyloides stercoralis); HEK293 ssDAF-12/GRIP1 lit1-tk-luc reporter; % of 3 µM dafachronic acid response; activation, % at 6.8 µM; 370,000 tested, 1% active;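 active means activation above the mean over all tested compounds plus 3 SD, cut at about 0.9% in these data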;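 further: 0% = DMSO-only wells and 100% = 3 µM delta7-dafachronic acid wells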
# ADAM17 inh – ADAM17 inhibitors, primary screen, biochemical, QFRET. AID 720648, 2013. inhibition, % at 6.95 µM. recombinant ADAM17, EDANS/DABCYL FRET peptide cleavage. 370,000 tested, 0.83% active;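 active means inhibition above the mean of compounds lying between control limits plus 3 SD, set per campaign, cut at about 8.5% in these data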;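 further: 0% = DMSO-only wells as the low control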
# Target sequence (P78536 215-824 limits assumed): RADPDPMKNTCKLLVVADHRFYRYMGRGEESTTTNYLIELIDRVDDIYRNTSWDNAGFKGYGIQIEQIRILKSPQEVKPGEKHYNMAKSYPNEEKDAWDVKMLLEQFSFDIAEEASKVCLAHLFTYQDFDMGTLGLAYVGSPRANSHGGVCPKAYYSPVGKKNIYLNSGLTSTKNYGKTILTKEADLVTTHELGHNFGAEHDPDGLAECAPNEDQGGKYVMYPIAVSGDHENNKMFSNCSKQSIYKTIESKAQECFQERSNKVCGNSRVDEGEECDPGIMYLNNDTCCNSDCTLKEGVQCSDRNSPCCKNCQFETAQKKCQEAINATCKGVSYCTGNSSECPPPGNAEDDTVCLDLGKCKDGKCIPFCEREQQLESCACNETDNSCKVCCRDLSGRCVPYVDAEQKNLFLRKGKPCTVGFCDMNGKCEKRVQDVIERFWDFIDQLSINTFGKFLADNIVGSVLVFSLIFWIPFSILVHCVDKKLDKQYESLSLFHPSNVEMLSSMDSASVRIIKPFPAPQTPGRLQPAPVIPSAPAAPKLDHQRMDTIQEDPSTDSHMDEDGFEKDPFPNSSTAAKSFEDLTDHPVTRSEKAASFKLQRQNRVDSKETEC
# hcDAF12 agonist – H. contortus DAF-12 nuclear receptor activators, primary screen, cell-based, luminescence, HEK293, lit1-tk-luc reporter; 370,000 tested, 1.4% active; HEK293 hcDAF-12 lit1-tk-luc reporter; 0% DMSO, 100% Δ7-dafachronic acid; activation, % at 6.8 µM; AID 652067, 2013;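 active means activation above the mean of all tested compounds plus 3 SD, cut at about 5.5% in these data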;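 further: 100% = response to 3 µM Δ7-dafachronic acid high control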
# DAX1 inh-2 – DAX1 (NR0B1) inhibitors on StAR promoter, primary screen, cell-based, luminescence, SF-1 (NR5A1), full-length DAX-1 | HEK293T StAR-luciferase reporter, SF-1/DAX-1 repression relief | inhibition, % at 6.8 µM | 370,000 tested, 1.1% active | AID 652010, 2013;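 active means inhibition above the mean over all tested compounds plus 3 SD, cut at about 3.6% in these data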;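 further: 0% = DAX-1 cells with DMSO and 100% = cells lacking DAX-1 with DMSO; higher inhibition means more luminescence from relief of DAX-1 repression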
# PLCg1 inh – PLC-gamma1 enzyme inhibitors, primary screen, biochemical, fluorescence, purified enzyme | 1-phosphatidylinositol 4,5-bisphosphate phosphodiesterase gamma-1 (Homo sapiens), P19174 | fluorogenic substrate | inhibition, % at 12.2 µM | 370,000 tested, 0.84% active; in the data active means inhibition above about 9.5%
# GAA850 FXN act – FXN promoter activators, primary screen, cell-based, luciferase luminescence, HEK293 lucGAA850; HEK293 lucGAA850 FXN promoter luciferase reporter, 24 h; percent of 10 µM SAHA response; activation, % at 6 µM; AID 540364, 2011; 360,000 tested, 0.56% active;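 active means activation above the average of all compounds screened plus 3 SD, cutoff fixed separately per campaign, cut at about 7.5% in these data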;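 further: 0% = DMSO wells and 100% = 10 µM SAHA wells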
# * hit, by the source's call; i = inactive; x = no result given.
# The first 2 entries, ahead of the listing:
# The line under a structure holds: hcDAF12 agonist	hgDAF12 agonist	sPLA2-III inh	DAX1 inh-1	GAA850 FXN act	PLCg1 inh	ssDAF12 agonist	ADAM17 inh	DAX1 inh-2	ADAM10 inh	PLCb3 inh
> CCC(OCC(O)CN1CCN(CCN2C(=O)c3cccc4cccc(c34)C2=O)CC1)c1ccccc1 (centres undefined)
 : -5.2	-7.2	-15	-2.7	-2.6	0	-2.4	-5	-1.5	-12	-2
> O=C(CNc1ccc(F)cc1Cl)Nc1cccc(S(=O)(=O)N2CCCCC2)c1
 : -0.9	0.1	-17	-0.1	-0.9	4	-1.2	5	-1.9	0	-4

# All compounds of this part, repeating the preview:
# The line under a structure holds: hcDAF12 agonist	hgDAF12 agonist	sPLA2-III inh	DAX1 inh-1	GAA850 FXN act	PLCg1 inh	ssDAF12 agonist	ADAM17 inh	DAX1 inh-2	ADAM10 inh	PLCb3 inh
> CCC(OCC(O)CN1CCN(CCN2C(=O)c3cccc4cccc(c34)C2=O)CC1)c1ccccc1 (centres undefined)
 : -5.2	-7.2	-15	-2.7	-2.6	0	-2.4	-5	-1.5	-12	-2
> O=C(CNc1ccc(F)cc1Cl)Nc1cccc(S(=O)(=O)N2CCCCC2)c1
 : -0.9	0.1	-17	-0.1	-0.9	4	-1.2	5	-1.9	0	-4
> O=C(NCc1ccccn1)C1CCN(Cc2cccc(OCc3ccccc3)c2)CC1
 : -1.3	-1.1	-5	0.4	1.3	-2	-1.5	-3	-0.2	-5	0
> Cc1cccc(C)c1NC(=O)C1(C)CSCC(=O)N1CCc1c[nH]c2ccccc12 (centres undefined)
 : 3.4	-1.4	4	x	x	3	-0.3	11*	0.7	-5	5
> COC(=O)c1cc(OC)c(OC)cc1NC(=S)N1CCN(c2ccccc2)CC1
 : 1.2	-3.2	8	-0.7	4.5	-1	-1.4	-2	0.7	-5	-1
> CN(C(=O)CC1C(=O)NCCN1Cc1ccc(F)cc1)C1CCOCC1 (centres undefined)
 : -1.5	-0.9	4	2.1	0.2	-10	-1.3	-11	0.8	-20	-18
> O=C(OCCN1CCN(C2CN(Cc3cn(Cc4ccccc4F)nn3)S(=O)(=O)C2)CC1)c1cc2ccccc2o1 (centres undefined)
 : -1.7	3.2	0	x	x	1	-0.6	-2	-0.3	5	1
> O=C(COc1ccccc1)NNC(=O)c1cc2ccccc2o1
 : -0.1	0.6	-12	0.7	-1.4	1	-1.3	6	0.6	5	-45
> O=C(O)c1cccc(Cn2cc(Cl)cn2)c1
 : -1.5	2.7	-1	3.2	1.4	-2	-0.7	-4	0.1	-7	0
> Cc1cc2nc(C(F)(F)F)[nH]c(=O)n2n1
 : -0.7	0.7	10	-1.7	0.1	-2	-1.1	-4	0.0	2	-2
> Cc1ccc(C(=O)COC(=O)CCc2nc3ccccc3[nH]c2=O)cc1C
 : -0.2	-0.1	-1	-0.1	1.3	1	-1.4	-7	-0.5	-19	-3
> CN(CC(=O)Nc1cccc(F)c1)C(=O)CSc1ccccc1
 : -0.2	-3.2	3	0.8	1.8	-4	-0.8	-6	1.0	-4	-11
> CN1/C(=C/C=C(/C#N)C(N)=O)C(C)(C)c2ccccc21
 : -2.0	3.2	3	-3.4	-3.1	-19	-1.1	-4	-2.4	-2	-20
> Cn1nc(-c2ccccc2)c(CO)c1Sc1ccccc1
 : -2.3	-0.4	-6	0.5	2.4	-7	-1.0	-1	-0.6	-7	0
> Cc1ccccc1NS(=O)(=O)c1ccc(C(=O)NCC(C)(C)N2CCOCC2)cc1
 : -2.2	-4.5	-4	-2.0	-0.9	2	-1.8	-4	-5.8	-1	-8
> Cc1ccc2cc(C(c3nnnn3Cc3ccccc3)N3CCc4ccccc43)c(=O)[nH]c2c1 (centres undefined)
 : 3.3	-0.2	-8	0.0	5.9	-44	-0.8	-35	-0.4	-83	-59
> CCC(CC)CN1CCN=C1Nc1ccccc1
 : 0.0	1.3	3	1.1	1.7	0	-0.4	-1	0.3	1	0
> Cc1ccccc1N(C)C(=O)C1CCCN1S(=O)(=O)c1cccc2cccnc12 (centres undefined)
 : -1.2	-0.6	10	x	x	-1	-0.9	3	1.3	-6	1
> Cc1cccc(NC(=O)CSc2nnnn2-c2ccc3c(c2)OCCO3)n1
 : -0.3	0.4	0	-1.9	-0.5	-2	-0.9	-3	-0.1	0	-5
> O=C(OCC(=O)N1CCOCC1)c1ccc2[nH]c3c(c2c1)CCCC3
 : -1.3	1.0	0	0.0	2.1	0	-0.5	-2	0.6	4	-6
> O=C(CC(=O)Nc1ccccc1C(F)(F)F)Nc1ccccc1C(F)(F)F
 : -0.9	-3.0	-56	-0.4	-2.4	4	-0.8	-2	0.9	4	-4
> Cc1ccc([C@H]2C[C@H](O)[C@@H](n3cc(COC(=O)c4ccccc4)nn3)CN2CC2CCCCC2)cc1
 : -0.5	-0.5	4	2.1	0.8	-1	-0.6	-5	0.1	-16	-3
> CCOc1ccccc1NC(=O)c1nc(-c2ccccc2)oc1C
 : 2.7	1.7	0	-0.4	3.6	0	0.5	2	-0.2	-1	2
> Cc1nn(C)c(C(=O)N2CCOCC2)c1Cl
 : 0.3	-4.6	10	-1.1	1.2	3	0.4	-2	-0.7	-7	-2
> Cn1nc(C(C)(C)C)cc1C(=O)N1CCCCC1c1cc(C(=O)N2CCOCC2)no1 (centres undefined)
 : -0.7	-2.8	2	x	-1.8	4	-0.1	2	1.0	1	4
> O=C(c1cccc(C(F)(F)F)c1)C1CCCN(Cc2cccn2-c2ncccn2)C1 (centres undefined)
 : -0.9	-2.0	0	1.9	-2.0	0	-1.0	-1	-0.9	-11	-4
> CCC(C)N1C(=O)CCC1C(=O)O (centres undefined)
 : -1.4	-0.5	-2	0.1	-1.1	0	-1.3	-4	0.8	-1	3
> Cc1nn(C(=O)N2CCCCC2)c(C)c1CN1C(=O)c2ccccc2C1=O
 : 0.7	-3.5	0	0.3	-0.3	0	-1.0	0	-0.5	13	2
> CCOC(=O)N1CCN(C(=O)CCSc2ccccc2)CC1
 : 1.2	6.0	1	1.8	0.5	1	-0.2	-9	1.3	0	-4
> O=C(NC(=S)Nc1ccc(CN2CCOCC2)cc1)c1ccco1
 : 1.9	4.8	1	0.9	1.3	2	-1.4	1	1.5	4	-4
> CC(C(=O)N1CCc2ccccc21)n1cccc1 (centres undefined)
 : 2.4	2.6	0	-0.3	-0.2	1	-0.1	-2	-0.4	-6	1
> Nc1nc(SCC(=O)N2CCCC2)[nH]c(=O)c1NC(=O)c1ccco1
 : 0.1	-0.7	4	0.6	-0.3	-1	2.3*	-1	0.4	-4	-1
> CC1(C)NC(=O)N(CC(O)CN(c2cccc([N+](=O)[O-])c2)S(=O)(=O)c2ccccc2)C1=O (centres undefined)
 : -0.6	-0.5	0	-2.0	-0.5	-2	-1.1	-2	0.0	2	-3
> Cc1sc(NC(=O)CN2CCOCC2)c(C#N)c1C
 : -0.7	-1.2	11	x	1.8	-2	-2.1	-8	-0.5	-6	0
> CC(C)C(=O)Nc1c(O)c2ccccc2[nH]c1=O
 : -1.7	0.1	2	-0.2	1.4	-3	-1.1	-6	-0.6	-12	-6
> N#Cc1c(-c2ccc(F)cc2)cc(-c2cccnc2)nc1N
 : 3.7	-1.6	-4	-0.9	1.5	-23	-1.9	-59	-0.3	-202	-29
> O=[N+]([O-])C(C1CCS(=O)(=O)C1)C1CCS(=O)(=O)C1 (centres undefined)
 : -0.5	3.3	5	x	1.2	0	-0.5	0	0.7	-2	1
> COc1ccc(S(=O)(=O)N(C)c2ccc(C(N)=O)cc2)cc1
 : -0.9	4.6	4	0.7	-2.4	0	-2.0	-3	-0.8	-4	0
> Cc1cc(C(F)(F)F)n(-c2nc(C(=O)N/N=C/c3ccc(F)cc3)cs2)n1
 : -0.3	-0.8	-4	0.3	0.1	0	-1.0	0	0.1	-3	1
> C=CCn1c(SCN2C(=O)c3ccccc3C2=O)nc2ccc(Cl)cc2c1=O
 : -0.2	0.1	10	-0.1	0.2	3	-1.2	3	0.0	0	4
> Cc1ccc(-c2nc(NCCN3CCOCC3)c3ccccc3n2)cc1
 : 6.8*	11*	-35	1.5	4.4	2	-0.2	3	2.4	9	-8
> O=C(OC12CCCN(C1)/C(=C/c1cccnc1)C2)C1CCCCC1 (centres undefined)
 : -4.2	-3.8	4	x	x	-1	-1.9	0	-3.1	-4	1
> O=C(O)CN1C(=O)/C(=C/c2cccc(Cl)c2)Oc2ccccc21
 : 2.1	0.3	-17	2.0	1.9	i	-0.4	-116	0.0	-270	i
> O=C(NCCCN1CCCC1=O)c1cccc(S(=O)(=O)Nc2ccc(Br)cc2)c1
 : -1.3	-2.2	-3	2.0	2.1	3	-1.0	-4	0.4	4	0
> CC1CCCC(NC(=O)CSC2=Nc3ccccc3C3CC=NN23)C1C (centres undefined)
 : 0.9	0.1	-4	-0.3	0.7	3	-1.0	2	-1.1	5	-2
> O=C(COC(=O)c1ccc(F)cc1)Nc1ccc2c(c1)OCO2
 : -0.2	-0.9	-1	2.6	1.4	-3	-0.9	-2	-0.8	-6	-7
> COc1ccccc1N1CCN(Cc2cnc3ccc(Cl)cn23)CC1
 : -0.2	-0.5	7	2.1	1.2	-2	-0.7	-4	-0.1	14	0

# 4 compounds drawn at random from those above:
# The line under a structure holds: hcDAF12 agonist	hgDAF12 agonist	sPLA2-III inh	DAX1 inh-1	GAA850 FXN act	PLCg1 inh	ssDAF12 agonist	ADAM17 inh	DAX1 inh-2	ADAM10 inh	PLCb3 inh
> Cc1ccc(-c2nc(NCCN3CCOCC3)c3ccccc3n2)cc1
 : 6.8*	11*	-35	1.5	4.4	2	-0.2	3	2.4	9	-8
> N#Cc1c(-c2ccc(F)cc2)cc(-c2cccnc2)nc1N
 : 3.7	-1.6	-4	-0.9	1.5	-23	-1.9	-59	-0.3	-202	-29
> Cn1nc(C(C)(C)C)cc1C(=O)N1CCCCC1c1cc(C(=O)N2CCOCC2)no1 (centres undefined)
 : -0.7	-2.8	2	x	-1.8	4	-0.1	2	1.0	1	4
> Cc1ccc(C(=O)COC(=O)CCc2nc3ccccc3[nH]c2=O)cc1C
 : -0.2	-0.1	-1	-0.1	1.3	1	-1.4	-7	-0.5	-19	-3
